# tim23-1 inh = tim23-1 yeast growth inhibition. 330,000 tested, 1.3% active. inhibition, % at 20 µM. AID 463212. S. cerevisiae tim23-1 growth, BacTiter-Glo luminescence, 24 h;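 active means growth inhibition of the mutant yeast at or above 50%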;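 further: temperature-sensitive mutant grown at 25 °C; plate controls were DMSO-treated mutant yeast for no effect and medium wells lacking yeast for full effect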
# NALP3 yeast inh = blocks the NALP3 inflammasome reconstituted in yeast. Yeast reconstituted NLRP3/ASC/caspase-1, beta-gal luminescence, 24 h. inhibition, % at 10 µM. 330,000 tested, 0.39% active;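 active means inhibition of 50% or more; inactive means inhibition below 50%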;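 further: plate controls were induced DMSO wells for no effect and uninduced yeast grown without galactose for full effect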
# MIN6 prolif = induces beta-cell replication in MIN6 cells. MIN6 cells proliferation, ATPlite luminescence, 48 h; cells starved in 0.2% serum; 100% = growth in 10% serum. AID 2380. proliferation, % at 10 µM. 330,000 tested, 0.29% active;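 active means compounds whose signal lies at least 3.5 SD above the mean of all wells on their plate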;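 further: 0% = DMSO-treated cells in low-serum medium and 100% = 10% serum control; some compounds called inactive have numbers as strong as hits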
# MPTP inh = permeability transition pore inhibition. inhibition, % at 10 µM. AID 602449. 360,000 tested, 1.4% active. isolated mouse mitochondria, Ca2+ swelling absorbance, 30 min;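 active means inhibition of 50% or more, scaled per plate between neutral and stimulator controls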;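 further: 0% = DMSO wells given calcium and 100% = 1 mM EGTA wells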
# tim10-1 inh = growth inhibitors of tim10-1 mutant yeast. 330,000 tested, 2.2% active. AID 463190. S. cerevisiae tim10-1 ts strain growth, BacTiter-Glo, 24 h. inhibition, % at 20 µM;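 active means inhibition of at least 40%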;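 further: mutant grown at 25 °C; 0% = DMSO wells with yeast and 100% = wells holding no yeast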
# NR3A LBD binder = modulates the human NR3A ligand-binding domain. NR3A LBD differential scanning fluorimetry, Tm shift; 0% = protein alone, 100% = glycine-bound protein. Tm shift relative to glycine control, % at 25 µM. 340,000 tested, 2.5% active;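 active means melting temperature shift of at least 10% of the positive control shift, at one fixed dose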
# APJ antagonist = antagonists of human APJ apelin receptor. AID 2521. 330,000 tested, 0.32% active. P35414. CHO-K1 APJ beta-arrestin complementation, luminescence. inhibition, % at 20 µM;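 active means inhibition above about 40% at 20 µM, limit read from the data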;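 further: cells challenged with 10 nM apelin-13 agonist together with compound; plate controls were apelin-13 plus DMSO wells for no effect and DMSO wells lacking apelin-13 for full effect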
# Target sequence (P35414 whole entry, looked up): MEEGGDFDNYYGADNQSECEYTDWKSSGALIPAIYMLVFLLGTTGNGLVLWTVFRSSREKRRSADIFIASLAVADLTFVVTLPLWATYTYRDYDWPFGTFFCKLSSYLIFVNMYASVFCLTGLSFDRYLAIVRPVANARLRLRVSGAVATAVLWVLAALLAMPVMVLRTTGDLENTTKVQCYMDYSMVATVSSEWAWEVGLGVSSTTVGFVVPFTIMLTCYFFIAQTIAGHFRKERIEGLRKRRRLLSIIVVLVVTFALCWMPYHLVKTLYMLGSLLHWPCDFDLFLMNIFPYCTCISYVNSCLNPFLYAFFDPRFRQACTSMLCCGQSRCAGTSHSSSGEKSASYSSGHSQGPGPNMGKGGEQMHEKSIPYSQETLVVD
# TIM10 inh = TIM10 yeast growth inhibition. inhibition, % at 10 µM. 330,000 tested, 1.4% active. S. cerevisiae TIM10 strain growth, BacTiter-Glo luminescence, 24 h;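 active means inhibition of 40% or more at the single tested concentration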;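 further: wild-type TIM10 isogenic control strain grown at permissive 25 °C; 0% = DMSO yeast wells and 100% = minimal medium wells without yeast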
# APJ ag = APJ receptor agonism; 330,000 tested, 0.11% active; CHO-K1 APJ PathHunter beta-arrestin, luminescence; 0% DMSO wells, 100% apelin; activation, % at 20 µM; P35414; AID 2520;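 active means activation more than six SD over the plate average, tested at 20 µM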;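 further: 0% = DMSO alone and 100% = apelin-13 at 10 nM; some results filed as inactive read as strong as hits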
#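 Assay system – PathHunter CHO-K1 APJ (AGTRL-1) beta-arrestin reporter cells · Compound – one dose, 20 µM compound, 1% DMSO · Timing – compound 90 min 25 °C, reagent 1 h · Measured by – luminescence from split beta-galactosidase complementation, Galacton Star/Emerald II substrate · Measure – beta-arrestin recruitment to APJ as agonist activity, luminescent signal · Benchmarks – DMSO vs Apelin-13 10 nM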
# Starred values were filed as active, the others as inactive; nt = no result given.
SMILES,tim23-1 inh,NALP3 yeast inh,MIN6 prolif,MPTP inh,tim10-1 inh,NR3A LBD binder,APJ antagonist,TIM10 inh,APJ ag
CC(C)C(NC(=O)CCNC(=O)c1ccc([N+](=O)[O-])cc1)c1nc2ccccc2[nH]1 (stereo not drawn),10,4,-2,-1.9,-2,0,5,6,0
CC(=O)C[C@@H](O)CC(=O)[C@H]1OC(=O)CCCCCc2ccccc21,16,-5,4,0.7,19,4,11,1,-1
CCOC(=O)CNC(=O)CSc1nccn1Cc1ccco1,5,-18,1,-1.3,7,0,-15,-16,0
O=C(NCCOc1cccc(Cl)c1Cl)c1cc(-n2cnnc2)ccc1Cl,14,9,0,-0.2,10,-2,-12,-6,-1
COc1ccc(-n2c(SCC(=O)NCC3CCCO3)nc3c(c2=O)SC(C)C3)cc1 (stereo not drawn),12,11,-1,0.0,-1,2,7,0,-4
COc1cccc(CNCCO)c1OCc1ccc(Cl)cc1,-6,24,-2,0.2,-12,-1,4,-3,0
CC(CCCC(C)(C)O)NC(=O)c1ccc(OC2CCN(C(=O)C3CC3)CC2)cc1 (stereo not drawn),3,-1,0,0.7,7,-2,7,13,-2
CCOC(=O)C1=C(N)OC2=C(C(=O)CCC2)C1c1ccc2c(c1)OCO2 (stereo not drawn),21,20,1,1.0,21,0,3,9,1
CC(=O)Nc1ccc(N=Cc2nc(-c3ccc(C)cc3)oc2O)cc1,12,-19,-1,1.0,6,7,-14,10,-2
CN(C)CCCN(CCCN(C)C)C(=S)Nc1ccc(S(=O)(=O)N2CCOCC2)cc1,5,-16,6,-0.6,-4,-1,8,-11,-4
COc1cccc(C(=O)/C=C2\NCCc3cc(OC)c(OC)cc32)c1,29,15,16*,0.6,20,1,5,20,1
CCOc1ccc(NC(=S)Nc2ccc(OC)cc2)cc1,9,19,-3,2.7,13,-6,-7,8,-2
CC(C)CC(=O)Nc1ccccc1Oc1ccccc1,7,-55,-3,-2.3,10,2,2,2,-5
COC(=O)CNC(=O)Cn1c(=O)n(Cc2ccc(F)cc2)c(=O)c2sccc21,-2,11,-5,0.6,8,1,-31,-10,0
Cc1ccc(NC(=O)/C(C#N)=C(\N)C(Cl)(Cl)Cl)nc1,71*,5,-6,0.2,17,1,-3,40,1

# Sorted by value in APJ ag (falling): some entries from above.
mol | NALP3 yeast inh | MPTP inh | NR3A LBD binder | APJ antagonist | APJ ag
COC(=O)CNC(=O)Cn1c(=O)n(Cc2ccc(F)cc2)c(=O)c2sccc21 | 11 | 0.6 | 1 | -31 | 0
O=C(NCCOc1cccc(Cl)c1Cl)c1cc(-n2cnnc2)ccc1Cl | 9 | -0.2 | -2 | -12 | -1
CC(CCCC(C)(C)O)NC(=O)c1ccc(OC2CCN(C(=O)C3CC3)CC2)cc1 (stereo not drawn) | -1 | 0.7 | -2 | 7 | -2

# Continuation:
SMILES,tim23-1 inh,NALP3 yeast inh,MIN6 prolif,MPTP inh,tim10-1 inh,NR3A LBD binder,APJ antagonist,TIM10 inh,APJ ag
Cc1ccc(C2CC(c3ccco3)=NN2S(C)(=O)=O)cc1 (stereo not drawn),1,-5,-2,-2.3,5,-2,-3,4,-3
Cc1cc(C)n2nc(SCc3ccccc3F)nc2n1,20,10,-2,2.5,23,6,-3,3,1
Cn1nc(C(=O)NCc2ccccc2CN2CCCC2)c2ccccc2c1=O,11,26,-3,-1.9,2,-1,10,-2,2
CC(C)NC(=O)CSc1nc(N)c(-c2ccccc2)c(=O)[nH]1,6,15,1,-1.5,-4,0,12,5,-1
CCOc1ccc(N2CC(C(=O)N3CCc4ccccc4C3)CC2=O)cc1 (stereo not drawn),22,20,-4,3.6,13,0,10,22,-4
O=C(Nc1cccc(C(F)(F)F)c1)C(Sc1n[nH]c(=O)[nH]c1=O)c1ccccc1 (stereo not drawn),30,9,-3,7.7,16,1,-12,16,-3
CC(CC(=O)Nc1ccccc1C(F)(F)F)c1ccccc1 (stereo not drawn),18,10,-4,0.0,7,1,-7,-1,-5
Cc1ccc(NC(=O)CSCC(=O)N(C)CCOc2ccc(Cl)cc2)cc1,20,37,0,-0.7,24,-2,4,1,-3
Cc1nc2c(C)cccc2cc1C(=O)N/N=C/c1cccnc1,-1,6,-2,0.6,17,14*,14,5,-3
COC(=O)c1ccc(NC(=S)NCCc2ccccc2)cc1,14,32,-3,5.4,-7,0,24,15,-1
FC(F)(F)c1cc(Cl)c2nnc(-c3ccccn3)n2c1,34,1,2,1.4,21,1,16,12,-5
Cn1cnc([N+](=O)[O-])c1Sc1nc2ccccc2[nH]1,-11,2,-5,0.4,-5,-1,6,4,0
CSCC[C@H](NC(=O)[C@@H]1Cc2ccccc2CN1)C(=O)NC[C@H]1CC[C@H](C(=O)O)CC1,0,5,-2,0.4,2,-2,-4,-3,1
CCN(CC)S(=O)(=O)c1cc(NC(=O)Cc2ccsc2)ccc1C,17,7,-1,0.5,15,-1,13,31,-2
COc1ccc(CNc2nc3ccccc3n2CCN2CCCCC2)cc1,2,6,0,-1.4,2,-1,-3,-29,-2
CCOCc1c(C(=O)Nc2cc(OCC)c(N3CCOCC3)cc2OCC)oc2ccccc12,5,11,2,0.2,19,4,12,21,-1
COc1cc(CN2CCCC(C)C2)cc([N+](=O)[O-])c1O (stereo not drawn),0,-25,-1,-2.0,21,1,23,0,-4
NC(=O)c1ccc(-c2noc(-c3cccc(Cl)c3)n2)cc1,10,15,1,-0.5,19,7,7,17,-4
O=[N+]([O-])c1ccc(C2CCCC/C2=N\OCc2cccc(F)c2)c([N+](=O)[O-])c1 (stereo not drawn),2,6,-6,12,30,0,-10,-13,1
CC(=O)Nc1ccc2nc(NC(=O)c3ccc([N+](=O)[O-])s3)sc2c1,2,18,-3,nt,18,nt,8,-20,1
Fc1ccc(CO/N=C/C2=C(Cl)c3ccccc3CC2)cc1,18,10,-4,5.2,0,3,25,2,-4
O=C1Nc2cc(Cl)cnc2N2CCCC12 (stereo not drawn),10,10,0,1.3,-5,-2,-56,-1,-3
Cc1cc(C)n(-c2ccccc2[N+](=O)[O-])n1,3,1,-2,-1.8,13,1,-18,4,-5
CC1CCN(CC(=O)N(C)c2c(N)n(Cc3ccccc3)c(=O)[nH]c2=O)CC1,-2,-7,0,-0.8,6,0,4,-2,-3
CCOC(=O)c1nnn2c1nc(N1CCN(c3ccccc3)CC1)c1ccccc12,24,14,-1,3.2,34,-4,-2,33,5
Cc1ccc2c(c1)c1c(n2CC(O)CNC2CCCC2)CCCC1 (stereo not drawn),4,13,-6,6.6,8,0,-7,13,3
CSc1cccc(NC(=S)NCCCN2CCN(c3ccc(F)cc3)CC2)c1,8,19,-6,0.5,12,0,18,2,-5
COc1ccc(N(CC(=O)NC2CCCCC2)S(=O)(=O)c2cccnc2)cc1,14,15,-3,-1.9,16,2,11,4,-4
CC1(C)CC(=O)C2=C(C1)NC1=C(C(=O)c3ccccc31)C2c1cc([N+](=O)[O-])ccc1O (stereo not drawn),24,19,-4,94*,13,0,30,22,-8
O=C(COc1ccc(S(=O)(=O)N2CCOCC2)cc1)NCCCn1ccnc1,-13,-1,0,-1.7,-15,0,18,4,-1
O=C(c1cccc2ccccc12)C1CCCN(C(=O)c2ccc(N3CCOCC3)cc2)C1 (stereo not drawn),14,1,-3,1.3,1,0,6,-15,-2
COc1ccccc1CCc1nnc(CCC(=O)N(C)Cc2cccc3ncccc23)o1,9,2,1,0.8,15,-1,14,13,0
O=S(=O)(c1ccccc1Cl)N1CCC(Cc2ccccc2)CC1,9,-15,-7,0.3,-2,2,-14,-1,-5
CCC(CC)c1nnc(NC(=O)CSCC(=O)Nc2cc(C)on2)s1,-1,-1,0,-1.6,-15,1,-47,-3,1
NNC(=O)c1[nH]c2ccc([N+](=O)[O-])cc2c1-c1ccccc1,31,13,-6,0.5,25,-5,-44,26,0
Nc1nc(=S)c2[nH]cnc2[nH]1,-2,7,-8,1.2,-11,0,-2,8,12
O=[N+]([O-])c1ccccc1Nc1c2ccccc2nc2ccccc12,1,1,-3,2.0,-6,6,20,5,-4
COc1ccccc1NC(=O)c1ccc(NC2=NC3CS(=O)(=O)CC3S2)cc1 (stereo not drawn),-1,0,-2,-1.5,-26,0,0,2,-3
Cn1c(=O)c2cc(S(=O)(=O)N3CCC(c4ccccc4)CC3)ccc2n(C)c1=O,13,15,-2,0.5,15,0,20,21,-2
CC1C/C(=N/Nc2nc3ccccc3[nH]2)CC(C)(C)C1 (stereo not drawn),6,4,-5,4.0,38,-4,20,27,-1
C=CCn1c(COc2cccc(C)c2)nnc1SC(C)C(=O)NC1CC1 (stereo not drawn),5,0,-1,0.1,-1,0,-6,0,-3
O=C(O)CC/C(=C\c1ccc(N2CCCC2)c([N+](=O)[O-])c1)c1nc2ccccc2s1,32,18,-1,-1.6,-4,7,16,8,-3
COc1ccc(CN(C)C(C)C(=O)Nc2ccc(S(=O)(=O)N3CCCCC3)cc2)c(OC)c1 (stereo not drawn),25,6,-4,-0.8,19,1,4,17,-4
O=C(Nc1cccc([N+](=O)[O-])c1)c1ccc2nc(N3C(=O)CCC3=O)sc2c1,0,1,-3,1.7,13,-2,-11,-8,0
Cc1c(NC(=O)Cc2noc3ccccc23)cccc1[N+](=O)[O-],0,5,-2,-2.3,9,1,-6,-12,-2

# Grouped by structure: those above containing a Cl atom (9)
SMILES,tim23-1 inh,NALP3 yeast inh,MIN6 prolif,MPTP inh,tim10-1 inh,NR3A LBD binder,APJ antagonist,TIM10 inh,APJ ag
O=C(NCCOc1cccc(Cl)c1Cl)c1cc(-n2cnnc2)ccc1Cl,14,9,0,-0.2,10,-2,-12,-6,-1
COc1cccc(CNCCO)c1OCc1ccc(Cl)cc1,-6,24,-2,0.2,-12,-1,4,-3,0
Cc1ccc(NC(=O)/C(C#N)=C(\N)C(Cl)(Cl)Cl)nc1,71*,5,-6,0.2,17,1,-3,40,1
Cc1ccc(NC(=O)CSCC(=O)N(C)CCOc2ccc(Cl)cc2)cc1,20,37,0,-0.7,24,-2,4,1,-3
FC(F)(F)c1cc(Cl)c2nnc(-c3ccccn3)n2c1,34,1,2,1.4,21,1,16,12,-5
NC(=O)c1ccc(-c2noc(-c3cccc(Cl)c3)n2)cc1,10,15,1,-0.5,19,7,7,17,-4
Fc1ccc(CO/N=C/C2=C(Cl)c3ccccc3CC2)cc1,18,10,-4,5.2,0,3,25,2,-4
O=C1Nc2cc(Cl)cnc2N2CCCC12 (stereo not drawn),10,10,0,1.3,-5,-2,-56,-1,-3
O=S(=O)(c1ccccc1Cl)N1CCC(Cc2ccccc2)CC1,9,-15,-7,0.3,-2,2,-14,-1,-5

# Source: PubChem BioAssay
